Screening data (PubChem BioAssay)
IDH1 mut inh: inhibitors of IDH1 R132H reductase, primary screen, biochemical, plate reader, single point; diaphorase/resazurin fluorescence, 60 min; inhibition, % at 10 µM; 70,000 compounds, 0.18% hits; AID 624101, 2012; in the data active = inhibition above about 34%;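 note: 0% = DMSO and 100% = no enzyme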
PRC2 inh: EZH2/PRC2 methyltransferase inhibitors, primary screen, biochemical, DELFIA time-resolved fluorescence, single point; PRC2 H3K27 methylation, DELFIA TRF, 1 h; inhibition, % at 12.5 µM; AID 651548, 2012; 57,000 compounds, 0.35% hits;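 active = mean inhibition of replicates at least 50% and every single replicate also reaching 50%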;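 note: dimethyl H3K27 on biotinylated H3 21-44 peptide detected by antibody; plate controls were median neutral control wells for no effect and median positive control wells for full effect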
Target sequence (Q15910 whole entry, looked up): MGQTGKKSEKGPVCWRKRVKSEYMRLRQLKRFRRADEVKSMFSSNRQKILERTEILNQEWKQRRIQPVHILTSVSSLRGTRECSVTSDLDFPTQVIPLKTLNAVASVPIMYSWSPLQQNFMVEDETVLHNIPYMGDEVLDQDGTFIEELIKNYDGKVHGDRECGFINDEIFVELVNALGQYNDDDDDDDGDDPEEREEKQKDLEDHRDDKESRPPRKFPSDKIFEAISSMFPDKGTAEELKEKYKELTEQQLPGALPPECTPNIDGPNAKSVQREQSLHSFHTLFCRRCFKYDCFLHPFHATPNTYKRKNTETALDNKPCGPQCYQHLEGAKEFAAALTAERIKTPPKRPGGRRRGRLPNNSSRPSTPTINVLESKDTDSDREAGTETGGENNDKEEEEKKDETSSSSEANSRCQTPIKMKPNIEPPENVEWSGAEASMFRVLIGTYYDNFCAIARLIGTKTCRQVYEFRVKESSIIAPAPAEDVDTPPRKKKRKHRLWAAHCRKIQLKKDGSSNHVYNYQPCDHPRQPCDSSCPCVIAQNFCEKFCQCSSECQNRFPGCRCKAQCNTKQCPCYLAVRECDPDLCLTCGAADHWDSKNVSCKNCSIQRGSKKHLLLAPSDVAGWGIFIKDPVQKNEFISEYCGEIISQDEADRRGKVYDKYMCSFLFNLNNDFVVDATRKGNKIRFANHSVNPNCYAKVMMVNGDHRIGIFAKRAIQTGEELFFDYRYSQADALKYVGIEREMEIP
* marks the source's active call; other numbers are inactive results; / = not tested or not shown.

Molecule	IDH1 mut inh	PRC2 inh
C[C@@H]1CN([C@H](C)CO)C(=O)c2cc(NC(=O)c3ccccc3)ccc2O[C@@H](C)CCCCO[C@H]1CN(C)S(=O)(=O)c1cn(C)cn1	-0.4	/
O=c1c(OC2OC(CO)C(O)C(O)C2OC2OC(CO)C(O)C(O)C2O)c(-c2ccc(O)cc2)oc2cc(O)cc(O)c12 (stereo not drawn)	-0.6	87*
CCNC(=O)C[C@@H]1CC[C@@H](NS(=O)(=O)c2ccc(C)cc2)[C@H](CO)O1	0.2	-5
CN(C)CC(=O)Nc1ccc2c(c1)[C@H]1C[C@H](CC(=O)NCc3ccccc3)O[C@@H](CO)[C@H]1O2	-0.4	-2
O=C(C[C@@H]1CC[C@@H](NS(=O)(=O)c2ccc(F)cc2)[C@@H](CO)O1)NCc1ccncn1	-0.1	0
COc1ccc(S(=O)(=O)N(C)C[C@@H]2Oc3c(NC(=O)Nc4ccc(F)cc4)cccc3C(=O)N([C@H](C)CO)C[C@H]2C)cc1	-0.7	/
CO[C@H]1CN(C)C(=O)c2cc(NS(=O)(=O)c3ccc(C)cc3)ccc2OC[C@H](C)N(C)C[C@H]1C	-0.4	4
C[C@@H]1CN([C@H](C)CO)C(=O)c2cc(C3=CCCC3)cnc2O[C@@H]1CN(C)Cc1ccccn1	-5.7	-7
C[C@@H]1CCCCO[C@H](CN(C)S(=O)(=O)c2ccccc2)[C@H](C)CN([C@@H](C)CO)C(=O)c2cc(NC(=O)Nc3ccc4c(c3)OCO4)ccc2O1	2.7	/
COc1ccc(CN(C)C[C@H]2OCCCC[C@H](C)Oc3ccc(NC(=O)c4ccncc4)cc3C(=O)N([C@H](C)CO)C[C@H]2C)cc1	-2.2	/
O=C(CCCCCC(=O)N/N=C/c1ccco1)NO	-0.6	24
C[C@@H]1CCCCO[C@H](CN(C)C(=O)c2ccccc2)[C@@H](C)CN([C@@H](C)CO)C(=O)c2cc(NC(=O)c3ccncc3)ccc2O1	/	3
CS(=O)(=O)N(CC(=O)Nc1ccc(F)c(F)c1)c1cccc(Cl)c1	-0.4	0
COc1ccc(NC(=O)Nc2ccc3c(c2)C(=O)N([C@@H](C)CO)C[C@@H](C)[C@@H](CN(C)S(=O)(=O)c2ccc(C)cc2)OCCCC[C@H](C)O3)cc1	0.0	/
O=C(C[C@@H]1C[C@H]2c3cc(NC(=O)C4CCC4)ccc3O[C@H]2[C@H](CO)O1)NCc1ccc2c(c1)OCO2	0.5	-2
CC(C)NC(=O)Nc1ccc2c(c1)C(=O)N([C@H](C)CO)C[C@@H](C)[C@@H](CN(C)C(=O)Nc1ccccc1)OCCCC[C@@H](C)O2	-0.7	9
CCC(=O)Nc1ccc2c(c1)OC[C@@H](C)N(C(=O)CC)C[C@H](C)[C@@H](OC)CN(C)C2=O	0.4	7
COc1cccc(NC(=O)N[C@H]2C=C[C@H](CC(=O)N3CCN(C)CC3)O[C@@H]2CO)c1	-0.2	8
O=C(NO)c1cccc(C(=O)N/N=C/c2ccc3ccccc3n2)c1	-0.2	4
COc1ccc(S(=O)(=O)Nc2ccc3c(c2)C(=O)N([C@H](C)CO)C[C@H](C)[C@@H](CN(C)CC2CCCCC2)OCCCC[C@@H](C)O3)cc1	0.2	/
C[C@@H]1CN([C@@H](C)CO)S(=O)(=O)c2ccc(-c3cccnc3)cc2O[C@@H]1CN(C)C(=O)C1CCC1	4.4	5
CCNc1nc(SCC(N)=O)nc(N2CCOCC2)n1	-0.2	25
COc1ccc(CCNC(=O)c2nn3c(C(F)(F)F)cc(-c4ccccc4)nc3c2Cl)cc1OC	0.3	-8
C[C@@H]1CN([C@@H](C)CO)C(=O)c2cc(NC(=O)Cc3cn(C)c4ccccc34)ccc2O[C@@H]1CN(C)C(=O)Nc1ccc(F)cc1	-0.6	-16
COc1ccc(NC(=O)Nc2ccc3c(c2)C(=O)N([C@H](C)CO)C[C@@H](C)[C@@H](CN(C)S(=O)(=O)c2cccs2)O3)cc1	0.3	/
O=C(C1=C[C@H](C2CC2)C[C@H](OCc2ccc(CO)cc2)O1)N1CCN(Cc2ccccc2)CC1	/	7
C[C@H]1CN([C@@H](C)CO)C(=O)Cc2cc(NS(=O)(=O)c3ccc(F)cc3)ccc2O[C@H]1CN(C)C(=O)NC1CCCCC1	-1.4	1
CNC[C@@H]1Oc2ccc(NC(=O)Nc3c(C)noc3C)cc2C(=O)N([C@@H](C)CO)C[C@@H]1C	1.9	-5
O=C(N[C@@H]1CC[C@@H](CCNS(=O)(=O)c2ccc(Cl)cc2)O[C@@H]1CO)c1ccccn1	-0.3	-5
CNC[C@@H]1Oc2c(NC(=O)Nc3ccc(C(F)(F)F)cc3)cccc2C(=O)N([C@@H](C)CO)C[C@@H]1C	0.7	2
CN(C)c1nc(OCCNC(=O)Nc2ccc(Cl)cc2)nc(N(C)C)n1	0.0	-4
O=C(N[C@@H]1CC[C@H](CCn2cc(-c3ccccc3)nn2)O[C@@H]1CO)c1cnccn1	-0.2	-18
COc1ccc(CN(C)C[C@@H]2Oc3ccc(NS(=O)(=O)c4c(C)noc4C)cc3CC(=O)N([C@@H](C)CO)C[C@H]2C)cc1	0.0	/
CO[C@H](CCO)[C@H](O)c1ccc(O)c(F)c1	/	-10
Cn1c(SCC(=O)Nc2ccc(I)cc2)nnc1-c1cc2ccccc2o1	0.6	-8
C[C@H]1CN([C@@H](C)CO)C(=O)Cc2cc(NC(=O)Nc3ccc(F)cc3)ccc2O[C@H]1CN(C)Cc1ccc(C(=O)Nc2ccccc2N)cc1	1.3	-19
O=C(C[C@H]1C[C@H]2c3cc(NS(=O)(=O)c4ccc(F)cc4)ccc3O[C@H]2[C@@H](CO)O1)NCc1cccnc1	0.1	-1
COCC#Cc1cnc2c(c1)C(=O)N([C@@H](C)CO)C[C@@H](C)[C@@H](CN(C)Cc1ccc3c(c1)OCO3)O2	-2.4	-12
CCc1ccc(CCC(=O)Nc2ccc(C)c(C)c2)o1	-0.6	21
COc1ccc(CNC(=O)C[C@@H]2CC[C@H](NC(=O)c3ccc4c(c3)OCO4)[C@@H](CO)O2)cc1	-0.2	3

Given with two lines to a compound: nine of the compounds above
Results follow in this order: IDH1 mut inh, PRC2 inh
- O=C(N[C@@H]1CC[C@H](CCn2cc(-c3ccccc3)nn2)O[C@@H]1CO)c1cnccn1
 : -0.2, -18
- COc1ccc(CN(C)C[C@@H]2Oc3ccc(NS(=O)(=O)c4c(C)noc4C)cc3CC(=O)N([C@@H](C)CO)C[C@H]2C)cc1
 : 0.0, /
- CO[C@H](CCO)[C@H](O)c1ccc(O)c(F)c1
 : /, -10
- Cn1c(SCC(=O)Nc2ccc(I)cc2)nnc1-c1cc2ccccc2o1
 : 0.6, -8
- C[C@H]1CN([C@@H](C)CO)C(=O)Cc2cc(NC(=O)Nc3ccc(F)cc3)ccc2O[C@H]1CN(C)Cc1ccc(C(=O)Nc2ccccc2N)cc1
 : 1.3, -19
- O=C(C[C@H]1C[C@H]2c3cc(NS(=O)(=O)c4ccc(F)cc4)ccc3O[C@H]2[C@@H](CO)O1)NCc1cccnc1
 : 0.1, -1
- COCC#Cc1cnc2c(c1)C(=O)N([C@@H](C)CO)C[C@@H](C)[C@@H](CN(C)Cc1ccc3c(c1)OCO3)O2
 : -2.4, -12
- CCc1ccc(CCC(=O)Nc2ccc(C)c(C)c2)o1
 : -0.6, 21
- COc1ccc(CNC(=O)C[C@@H]2CC[C@H](NC(=O)c3ccc4c(c3)OCO4)[C@@H](CO)O2)cc1
 : -0.2, 3

(next part)
Molecule	IDH1 mut inh	PRC2 inh
CC1OC(O[C@H]2CC[C@@]3(C)C(CC[C@]4(C)C3CC=C3C5CC(C)(C)CC[C@]5(C(=O)OC5OC(CO)C(OC6OC(CO)C(O)C(O)C6O)C(O)C5O)CC[C@]34C)C2(C)C)C(O)C(O)C1OC1OCC(O)(COC2OCC(O)C(OC3OCC(OC4OCC(O)(CO)C4O)C(O)C3O)C2O)C1O (stereo partly drawn)	-0.2	/
O=S(=O)(N[C@@H]1CC[C@H](CCn2cc(-c3ccccc3F)nn2)O[C@H]1CO)c1ccc(Cl)cc1	-0.5	13
C[C@@H]1CN([C@@H](C)CO)C(=O)c2cc(C3=CCCC3)cnc2O[C@@H]1CN(C)C(=O)c1ccccn1	/	-1
COCC#Cc1cnc2c(c1)C(=O)N([C@@H](C)CO)C[C@@H](C)[C@@H](CN(C)C(=O)C1CC1)O2	/	-2
C[C@@H]1CN([C@@H](C)CO)C(=O)c2cc(NC(=O)Nc3ccc(C(F)(F)F)cc3)ccc2O[C@@H](C)CCCCO[C@H]1CN(C)C(=O)Nc1ccccc1	0.6	/
CC(C)NC(=O)N(C)C[C@H]1OCCCC[C@H](C)Oc2ccc(NC(=O)CCCN(C)C)cc2C(=O)N([C@H](C)CO)C[C@@H]1C	1.0	-15
CN1CCN(C(=O)C[C@H]2CC[C@@H](NC(=O)c3ccc4c(c3)OCO4)[C@H](CO)O2)CC1	-0.4	-3
COc1ccccc1CNC(=O)C[C@H]1C[C@H]2c3cc(NS(C)(=O)=O)ccc3O[C@H]2[C@H](CO)O1	-0.4	-10
Cc1noc(C)c1NC(=O)Nc1cccc2c1O[C@H](CN(C)S(=O)(=O)c1ccccc1)[C@@H](C)CN([C@@H](C)CO)C2=O	0.4	/
CCCC(=O)Nc1ccc2c(c1)C(=O)N(C)C[C@@H](OC)[C@@H](C)CN(Cc1ccc(-c3ccccn3)cc1)[C@@H](C)CO2	0.0	3
O=C(C[C@@H]1CC[C@@H](NC(=O)c2cccc(F)c2)[C@H](CO)O1)NCCN1CCCC1	0.2	2
CC(=O)N(C)C[C@@H]1Oc2ncc(-c3ccc(C(=O)N(C)C)cc3)cc2C(=O)N([C@@H](C)CO)C[C@H]1C	-3.9	5
Cc1noc(C)c1S(=O)(=O)N(C)C[C@@H]1Oc2ccc(NS(=O)(=O)c3ccc(F)cc3)cc2CC(=O)N([C@@H](C)CO)C[C@@H]1C	3.3	/
C[C@@H]1CN([C@@H](C)CO)C(=O)c2cc(NC(=O)Cc3cn(C)c4ccccc34)ccc2O[C@@H]1CN(C)S(C)(=O)=O	/	-4
C[C@H]1CN([C@@H](C)CO)C(=O)c2cc(C#Cc3cccc(F)c3)cnc2O[C@@H]1CN(C)CC1CCCC1	-0.1	/
CC(C)NC(=O)Nc1ccc2c(c1)C(=O)N([C@@H](C)CO)C[C@H](C)[C@H](CN(C)Cc1ccc(C(F)(F)F)cc1)O2	0.3	/
COc1ccc(NC(=O)Nc2ccc3c(c2)CC(=O)N([C@H](C)CO)C[C@@H](C)[C@@H](CN(C)CC2CC2)O3)cc1	-0.5	/
CC(=O)N[C@@H]1CC[C@@H](CCNC(=O)Nc2ccc(C(F)(F)F)cc2)O[C@@H]1CO	-0.4	13
COCCCN1C(=O)c2oc3ccc(Br)cc3c(=O)c2C1c1cccc([N+](=O)[O-])c1 (stereo not drawn)	2.4	-10
C[C@@H]1CN([C@H](C)CO)C(=O)c2cc(Br)cnc2O[C@H]1CN(C)Cc1cccnc1	-0.1	6
C[C@@H]1CN([C@H](C)CO)C(=O)c2cc(/C=C/c3ccccc3)cnc2O[C@H]1CN(C)C(=O)C1CC1	-1.4	-19
CO[C@H]1CN(C)C(=O)c2cc(NS(C)(=O)=O)ccc2OC[C@@H](C)N(C(=O)C2CCCCC2)C[C@H]1C	-0.1	2
CN(C)CC(=O)Nc1ccc2c(c1)[C@H]1C[C@H](CC(=O)NCc3ccccc3)O[C@H](CO)[C@H]1O2	-1.6	-12
CNC[C@@H]1OCCCC[C@H](C)Oc2ccc(NC(=O)Nc3ccc4c(c3)OCO4)cc2C(=O)N([C@H](C)CO)C[C@H]1C	1.0	-6
COc1ccc(S(=O)(=O)N(C)C[C@@H]2OCCCC[C@@H](C)Oc3ccc(NC(=O)NC4CCCCC4)cc3C(=O)N([C@@H](C)CO)C[C@H]2C)cc1	-0.5	/
C[C@@H](NC(=O)C[C@H]1C=C[C@@H](NC(=O)C2CCOCC2)[C@H](CO)O1)c1ccccc1	-0.1	9
CC(C)C#Cc1ccc2c(c1)O[C@@H](CN(C)C(=O)c1cccnc1)[C@H](C)CN([C@@H](C)CO)S2(=O)=O	81*	-5
C[C@H](CO)N1C[C@H](C)[C@@H](CN(C)Cc2ccc(C(F)(F)F)cc2)Oc2ccc(NC(=O)Nc3cccc4ccccc34)cc2CC1=O	0.3	/
C[C@H]1CN([C@@H](C)CO)C(=O)c2cccc(NS(=O)(=O)c3cn(C)cn3)c2O[C@H]1CN(C)Cc1ccccc1	1.9	3
COc1ccc(C)cc1NC(=O)CN(c1cccc(F)c1)S(C)(=O)=O	0.3	2
Cc1noc(C)c1S(=O)(=O)N(C)C[C@H]1Oc2ccc(NS(=O)(=O)c3ccc(Cl)cc3)cc2CC(=O)N([C@@H](C)CO)C[C@@H]1C	1.3	/
COc1ccc(NC(=O)Nc2ccc3c(c2)C(=O)N([C@@H](C)CO)C[C@@H](C)[C@@H](CN(C)Cc2ccc4c(c2)OCO4)OCCCC[C@@H](C)O3)cc1	3.7	/
O=C(Cc1cccnc1)N[C@H]1CC[C@H](CCNS(=O)(=O)c2ccccc2Cl)O[C@H]1CO	-0.1	-3
O=C(NCC[C@@H]1CC[C@H](NC(=O)c2cccnc2)[C@H](CO)O1)Nc1ccc(F)cc1	0.4	-2
Cc1ccc(Cl)c(OCC(=O)Nc2sc(C)c(C)c2C(N)=O)c1	0.0	2

These rows are one share of the data; count on the stated rates, not on these rows.
